Screens from PubChem.
CHO parental Ca: ATP-evoked calcium signal inhibitors, parental CHO, primary screen, counter-screen for OX1R antagonist project, cell-based, fluorescence, Fluo-8 calcium dye. parental CHO-K1, ATP-induced calcium, Fluo-8 fluorescence. inhibition, % at 5.6 µM. actives 0.63% (n = 330,000). AID 463079, 2010;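 active = inhibition above that plate's mean sample inhibition plus 3 SD, cut at about 26% in these data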;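 also: 0% = ATP-challenged DMSO wells and 100% = DMSO wells without ATP; some compounds past the cut are filed as inactive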
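Test system: untransfected parental CHO cell line; also added: ATP stimulus; dosing: 5.6 µM, single dose; signal: calcium-sensitive Fluo-8 fluorescence; measure: percent inhibition of ATP-evoked calcium rise, normalized to controls; benchmarks: low control ATP plus DMSO, high control DMSO only; replication: one well per compound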
CHRM1 agonist: human M1 muscarinic receptor agonists, primary screen, Fluo-8 calcium fluorescence, CHO-K1 cells, HTS. Muscarinic acetylcholine receptor M1 (Homo sapiens), P11229. CHO-K1 hM1, agonist mode; 0% DMSO, 100% acetylcholine EC100. activation, % at 3 µM. actives 0.33% (n = 360,000). AID 588814, 2011;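 active = activation above the run's mean compound activation plus 3 SD, cut at about 16% in these data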;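 also: peak over basal fluorescence ratio within a 140 s kinetic read after compound addition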
M1 ag parental: counter-screen for M1 agonists: effect in parental CHO-K1 cells; actives 0.48% (n = 360,000); AID 602248, 2012; Fluo-8 calcium fluorescence; scaled to maximal ATP response, vehicle zero; activation, % at 3 µM; in the data active = activation above about 15%;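 also: untransfected CHO-K1 host cells lacking M1 receptor as counterscreen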
V1R ag counter: agonists of human V1a receptor, primary screen, counter-screen for OXTR agonist project, fluorescence, CHO-V1R cells; AID 2797, 2010; activation, % at 3 µM; Vasopressin V1a receptor (Homo sapiens), P37288; actives 0.25% (n = 320,000); Fluo-8 calcium fluorescence, agonist mode; 0% DMSO, 100% 3 nM vasopressin;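 active = activation above the mean activation of all tested compounds plus 3 SD, per screening run, cut at about 20% in these data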;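 also: signal is peak over basal fluorescence ratio across a 100 second FLIPR read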
CHO-K1 Ca antag: M1 antagonist counterscreen hit in parental CHO-K1 cells; inhibition, % at 3 µM; AID 602250; ATP-induced calcium, Fluo-8 fluorescence; actives 0.6% (n = 360,000);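 active = inhibition above a per-plate cutoff, the plate's mean sample inhibition plus 3 SD, cut at about 24% in these data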;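 also: 0% = DMSO plus EC80 ATP and 100% = DMSO alone without ATP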
TAAR1 agonist: human TAAR1 agonists, primary screen, Fluo-8 calcium fluorescence, CHO RD-HGA16 cells | Trace amine-associated receptor 1 (Homo sapiens), Q96RJ0 | vehicle wells 0%, saturating PEA agonist 100% | activation, % at 3 µM | AID 624467, 2012 | actives 0.99% (n = 360,000);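 active = activation above the mean activation of all test compounds in the run plus 3 SD, cut at about 38% in these data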
Target sequence (Q96RJ0 whole entry, looked up): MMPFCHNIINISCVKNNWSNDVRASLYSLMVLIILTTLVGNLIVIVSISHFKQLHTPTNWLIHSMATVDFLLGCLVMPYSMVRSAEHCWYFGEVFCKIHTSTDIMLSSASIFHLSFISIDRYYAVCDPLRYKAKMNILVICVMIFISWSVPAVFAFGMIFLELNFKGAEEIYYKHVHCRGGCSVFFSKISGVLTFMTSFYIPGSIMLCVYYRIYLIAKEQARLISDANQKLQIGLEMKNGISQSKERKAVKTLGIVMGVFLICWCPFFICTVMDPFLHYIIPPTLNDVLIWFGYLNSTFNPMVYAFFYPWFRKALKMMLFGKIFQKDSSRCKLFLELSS
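System: CHO-derived RD-HGA16 cells with stable Gα16 and human TAAR1. Times: 17-24 h plating, Fluo-8 75 min 37 °C, 30 min RT. Measured by: calcium-sensitive Fluo-8 signal, excitation 470-495, emission 515-575 nm. Read-out basis: % activation relative to PEA EC100 response. Control set: DMSO and PEA EC100. Repeats: no replicates (n 1).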
OXTR potentiate: human OXTR potentiators, primary screen, fluorescence, CHO-OTR cells, Fluo-8 calcium. activation, % at 3 µM. actives 0.061% (n = 320,000). Oxytocin receptor (Homo sapiens), P30559. Fluo-8 calcium fluorescence, potentiator mode; 0% = oxytocin EC15, 100% = EC100. AID 2445, 2010;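 active = activation above that plate's cutoff, the mean activation of tested compounds plus 3 SD, cut at about 6.6% in these data, passing the limit was not always enough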;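 also: 100% uses oxytocin at 75 nM as the full agonist control; some results filed as inactive read as strong as hits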
Target sequence (P30559 whole entry, looked up): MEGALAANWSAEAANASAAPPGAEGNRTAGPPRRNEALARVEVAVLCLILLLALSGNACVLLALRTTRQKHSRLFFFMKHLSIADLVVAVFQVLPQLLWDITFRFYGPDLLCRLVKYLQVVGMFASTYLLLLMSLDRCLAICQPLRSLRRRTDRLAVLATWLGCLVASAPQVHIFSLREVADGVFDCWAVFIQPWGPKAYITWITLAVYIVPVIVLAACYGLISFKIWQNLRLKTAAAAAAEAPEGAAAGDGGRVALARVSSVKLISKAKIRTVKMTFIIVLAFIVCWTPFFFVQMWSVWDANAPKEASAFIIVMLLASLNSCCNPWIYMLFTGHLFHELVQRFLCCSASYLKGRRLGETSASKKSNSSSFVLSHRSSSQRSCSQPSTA
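Assay system: CHO-OTR cells, human receptor / Also added: oxytocin at about EC15, sub-maximal agonist stimulus / Dosing: single dose, 3.0 µM nominal final compound concentration / Incubation: 6 min pre-incubation, 100 s read / Technique: Fluo-8 calcium dye fluorescence / Read-out: % activation vs EC15 and EC100 oxytocin / Benchmarks: EC15 oxytocin low, 75 nM oxytocin high / Replicates: singlicate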
M1 PAM parental: nonselective calcium activators in parental CHO-K1 cells, primary screen, counter-screen for M1 PAM project, cell-based, Fluo-8 calcium fluorescence, full deck, 1536-well; ATP EC20; 0% at ATP EC20, 100% at ATP max; activation, % at 3 µM; actives 0.02% (n = 360,000);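 active = activation above the run cutoff, the mean activation of all test compounds plus 3 SD, cut at about 40% in these data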;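 also: peak over basal fluorescence ratio in a 140 s read after ATP addition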
TAAR1 antagonist: human TAAR1 antagonists, primary screen, Fluo-8 calcium fluorescence, CHO RD-HGA16 cells | antagonist | inhibition, % at 3 µM | actives 1.5% (n = 360,000);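 active = inhibition above a per-plate cutoff, the mean inhibition of test compounds on that plate plus 3 SD, cut at about 49% in these data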;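 also: 0% = DMSO plus EC80 beta-PEA response and 100% = DMSO alone without agonist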
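Test system: CHO RD-HGA16 cells bearing hTAAR1 | Reagent: β-PEA, EC80 | Compound dosing: 3 µM, single point | Schedule: Dye loading 75 min at 37 °C, then 30 min room temperature | Signal: Calcium fluorescence with Fluo-8 | Evaluation: Percent inhibition of PEA-evoked calcium signal, max/basal emission ratio | Control set: DMSO-only wells and EC80 β-PEA-stimulated wells | Repeats: Singlicate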
An asterisk follows results filed as active; . = no result given; & = joins results of further samples.

The first two compounds (preview)
SMILES	CHO parental Ca	CHRM1 agonist	M1 ag parental	V1R ag counter	CHO-K1 Ca antag	TAAR1 agonist	OXTR potentiate	M1 PAM parental	TAAR1 antagonist
O=C(NCC(c1cccs1)N1CCOCC1)c1cn(-c2ccccc2)nc1-c1ccc(Cl)cc1 (configuration not stated)	-9	-4	0.5	-1.0	-1	-1	-4	9	-8
COCCNC(=S)N1CCC2CC1c1c(Cl)cccc12 (configuration not stated)	.	-9	1.4	.	-22	1	.	35	5

The whole of this part (from the top)
SMILES	CHO parental Ca	CHRM1 agonist	M1 ag parental	V1R ag counter	CHO-K1 Ca antag	TAAR1 agonist	OXTR potentiate	M1 PAM parental	TAAR1 antagonist
O=C(NCC(c1cccs1)N1CCOCC1)c1cn(-c2ccccc2)nc1-c1ccc(Cl)cc1 (configuration not stated)	-9	-4	0.5	-1.0	-1	-1	-4	9	-8
COCCNC(=S)N1CCC2CC1c1c(Cl)cccc12 (configuration not stated)	.	-9	1.4	.	-22	1	.	35	5
CCn1c(C)[n+](CC)c2ccc(C(=O)N(C)c3ccccc3)cc21	7	-6	0.4	0.1	-9	3	-1	13	-12
O=C(COc1ccc2c3c(c(=O)oc2c1)CCCC3)NCCN1CCOCC1	-14	-5	1.5	1.3	-10	.	3	4	.
O=C(NCC1CCCO1)C(=O)NCC(c1ccco1)N1CCN(c2ccccc2F)CC1 (configuration not stated)	-12	-4	4.0	0.1	-7	2	-1	11	-6
O=C1c2ccccc2S(=O)(=O)c2cc(C(=O)N3CCN(c4ncccn4)CC3)ccc21	4	-7	-0.1	0.7	-6	10	-9	-5	13
CCC[C@@H]1CCCO[C@@](C(=O)NCc2ccc(S(C)(=O)=O)cc2)(C(F)(F)F)C1	-8	-9	-0.7	-0.2	4	1	5	-13	-10
CN(C(=O)Nc1cccc(C(F)(F)F)c1)C1CCCCC1	0	-3	3.2	0.3	-3	-1	1	6	-6
Cc1ccc(OCC(=O)Nc2ccc([N+](=O)[O-])cn2)cc1C	42*	-4	0.2	-0.4	-5	-5	-16	15	4
CCn1c(CNc2ccc(OC)cc2)nnc1SCC(=O)N1CCCc2ccccc21	-14	-1	1.6	3.2	-8	2	-9	12	-14
CCCCCN(C(=O)CCC(=O)OCC(=O)c1cccc(OC)c1)c1c(N)n(CCCC)c(=O)[nH]c1=O	-20	-5	1.6	1.2	-5	0	0	9	-32
O=C(c1ccc2c(c1)OCO2)N1CCN(c2ccc(C(F)(F)F)cn2)CC1	-3	-8	5.0	6.7	-4	4	-7	9	-11
Cc1nc2ccccc2n1CC(O)c1ccccc1 (configuration not stated)	-9	-5	1.1	0.6	-11	0	-1	8	8
O=CN1N=C(c2ccccc2)CC1c1ccccc1[N+](=O)[O-] (configuration not stated)	-6	-9	0.4	0.4	-1	7	-4	15	-14
O=C(N/N=C/c1ccc(F)cc1)c1ccccc1	-2	-2	0.6	0.9	-8	0	-10	16	10
O=S(=O)(NC1CCCCC1N1CCC(O)CC1)c1ccccc1 (configuration not stated)	-3	-5	0.9	1.4	-12	3	-12	4	-16
O=C(CN1C(=O)/C(=C\c2ccc(F)cc2)Oc2ccccc21)N1CCN(c2ccccn2)CC1	-16	-4	0.0	0.2	-3	6	2	14	-7
CC(C)c1cc(CNC(=O)CCc2nnc(CCCCc3ccccc3)o2)on1	-14	-3	7.5	1.9	-2	0	2	20	-8
Cc1ccc(NC2=C(NCCO)C(=O)c3ccccc3C2=O)cc1	-11	-8	-0.1	-1.1	4	-1	0	4	2
O=C(CN1CCCCC1)Nc1ccc(S(=O)(=O)N2CCCCCC2)cc1	-1	-7	-0.1	0.8	5	16	-5	-1	6
O=C(Cc1ccccc1)N/N=C/C=C/c1ccccc1[N+](=O)[O-]	-14	2	-0.4	7.5	5	1	-7	3	5
Cc1cc2ncn(CC(O)COc3cccc(C(=O)O)c3)c2cc1C (configuration not stated)	8	-4	0.5	-0.7	-2	4	-9	20	-6
CC1=C(C(=O)N(C)C)CC(CC(=O)NC2CCCCC2)C(=O)N1Cc1ccc(F)cc1 (configuration not stated)	.	-2	-0.2	.	-19	1	.	-3	-1
CC(C)NC(=O)CSc1nc(Cc2cccs2)nc2ccccc12	-29	-7	1.1	-1.1	-15	3	-5	-3	-14
O=C(COc1cccc2c1CCNC2=O)Nc1ccc(Cl)cc1	.	1	2.4	.	0	4	.	-6	5
COCCNC(=O)C(c1ccc(OC)cc1)N(CCOC)C(=O)CCC(=O)Nc1nccs1 (configuration not stated)	-2	-5	0.8	-0.1	-14	4	-8	-2	-1
Cc1ccc(N2CC(C(=O)Nc3ccc(S(=O)(=O)NCC4CCCO4)cc3)CC2=O)cc1 (configuration not stated)	-16	-5	-0.6	0.6	3	-1	-1	-3	0
COc1ccc(-c2ccc(/C=C3\C(=O)N(c4ccccc4)N=C3c3ccccc3)o2)c([N+](=O)[O-])c1	-4	-3	0.1	0.7	2	14	-1	6	-11
CCCc1cc(C(=O)N2CCCC(Nc3ccc(C)c(C)c3)C2)n(C)n1 (configuration not stated)	-15	-1	0.3	-0.2	0	-1	-10	-14	0
O=C(CN(c1ccc(F)cc1)S(=O)(=O)c1ccc2c(c1)OCCO2)NCc1cccnc1	-8	-4	1.7	-0.3	5	15	-12	9	14
O=[N+]([O-])c1cc(Br)c(O)c(C=Nc2ccc(N3CCOCC3)cc2)c1	-16	3	3.2	8.4	-3	11	-15	18	1
CCCCN(C=O)c1c(CC)nc2c(OCc3cc(Cl)cc(Cl)c3)cccn12	.	-7	3.5	.	8	17	.	8	23
O=C(NC1CC1)c1cccc(S(=O)(=O)N2CCOCC2)c1	-11	-4	0.4	0.2	-21	10	2	16	-2
C=CCNC(=O)c1ccccc1SCc1c(C)noc1C	-14	-2	0.6	0.3	-2	-1	-3	-6	1
COc1ccc(N(CCC(=O)Nc2ccccc2F)S(=O)(=O)c2ccc(C)cc2C)cc1	-14	-3	0.4	-0.9	-4	-1	-17	5	-6
O=C(NNC(=O)c1ccncc1)c1ccccc1	0	-2	1.5	0.1	-16	1	-6	11	-12
Cc1csc2nc(SCC(=O)N3CCN(c4ccccc4)CC3)[nH]c(=O)c12	-8	-1	0.8	0.2	-4	-1	1	4	-10
COc1ccc(NC(=O)CSc2nc(NS(=O)(=O)c3ccc(C)cc3)cc(=O)[nH]2)cc1	5	-4	1.7	0.6	3	11	0	17	22
COc1ccc(C[C@H]2CN3C(=NC[C@@H]3C(C)C)N2CCNC(=O)CCC2CCCCC2)cc1	-26	-10	-0.7	-0.5	-13	5	-8	-8	-2
Cc1ccc(C)c(S(=O)(=O)N2CCN(C(=O)CCCc3c[nH]c4ccccc34)CC2)c1	7	2	2.0	6.4	5	4	-14	-6	36
Cc1noc(NC(=O)c2ccccc2C(F)(F)F)c1C#N	3	-6	1.4	1.0	8	-1	-1	2	8
CCCCCCc1c(O)c2ccccc2[nH]c1=O	-9	-2	10	1.6	13	6	1	-5	-16
CCN(CC)C(=O)C1CCCN(Cc2ccc(N(C)C)cc2)C1 (configuration not stated)	3	-7	-0.6	0.3	20	17	1	-2	-3
O=C(N=c1ccn(-c2nc3ccccc3nc2NS(=O)(=O)c2ccc(Cl)cc2)cc1)c1cccs1	-9	-1	1.6	0.9	-14	9	-1	23	-28
OC(c1ccc(F)cc1)c1nc(-c2cc3ccccc3o2)cs1 (configuration not stated)	.	10	6.9	.	6	45*	.	-11	75*
COc1cc(CNc2cccc(F)c2)cc(Br)c1O	-1	0	0.6	0.3	2	2	-6	4	-6
Cc1ccc(Cl)cc1NC(=S)N(Cc1ccccc1)Cc1cccnc1	-10	-5	1.8	-0.1	-12	1	-2	15	-26
CCc1c(C(=O)NN2C(=O)C3CCCCC3C2=O)csc1C (configuration not stated)	-14	-8	-0.2	0.6	12	2	4	-10	-10
O=C(N/N=C/c1c(Nc2cccc(C(F)(F)F)c2)nc2ccccn2c1=O)c1ccccc1[N+](=O)[O-]	4	-1	0.0	0.3	-2	0	3	16	9
COc1ccc(C2=C(c3ccc(OC)c(OC)c3)CN3CCCCC3C2)cc1 (configuration not stated)	-19	-10	0.3	1.0	-10	7	-6	-6	-20
N#Cc1ccccc1CSc1nc2ccsc2c(=O)n1Cc1ccccn1	-6	-3	2.6	1.1	-7	1	-13	14	4
CN(C)C(=O)c1ccc2c(c1[N+](=O)[O-])C(=O)c1ccccc1C2=O	-6	-1	2.3	3.3	-6	3	0	28	-1
CC(C)(C)c1cc(NC(=O)COC(=O)c2ccccc2)n(-c2ccccc2)n1	.	0	1.2	.	-1	2	.	0	-6
CCC1(C)Cc2nc3[nH]c(=S)n(-c4ccc(C)cc4)c(=O)c3cc2CO1 (configuration not stated)	-6	-6	0.8	0.1	-6	2	7	10	5
COc1ccccc1NC(=O)Cc1noc(CSc2nnc(C)s2)n1	-5	-4	0.0	-0.7	-4	12	-3	11	16
CCOC1=C2CN(S(=O)(=O)c3ccc(C)cc3)[C@H](c3cccc(Cl)c3)C[C@@H]2N(S(=O)(=O)c2ccccc2[N+](=O)[O-])[C@H](c2ccccc2)C1	.	-3	0.6	.	14	0	.	8	-17
CCOC(=O)c1c(NC(=O)C2=C(C)NC(=S)NC2c2ccc(F)cc2)sc(C)c1C (configuration not stated)	-31	4	-0.1	0.8	11	0	2	11	-3
COc1ccc(CN2CCOC2=O)cc1OC	-5	-2	0.4	-0.4	-12	0	4	10	-12
C[c-]1[c-](C)[c-](C)[c-](C)[c-]1C.[Fe].c1cc2nccc(N3CCCC3)[c-]2c1 (configuration not stated)	-8&-8	-7&-5	-0.3&0.0	-0.3&0.0	-10&-6	4&2	3&-2	-1&4	16&1

Rows are unselected (roughly 3.3% active in at least one column).
